STAT3 blocker: IL-6 driven STAT3 reporter inhibitors, primary screen, U3A cells, luciferase, luminescence, MLSCN library; 190,000 compounds, 0.89% hits; IL-6 STAT3-luciferase reporter; host cell line lacks STAT1; AID 862, 2007; inhibition, % at 5.5 µM;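 active = inhibition above the mean inhibition across all screened compounds plus 3 SD, cut at about 44% in these data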;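 note: 0% = DMSO only wells and 100% = 100 µM nifuroxazide control wells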
Diaph act CS: compounds boosting diaphorase resazurin reduction – biochemical, uHTS, resorufin fluorescence, counter-screen for diaphorase-coupled primary assays, primary screen. Diaphorase/resazurin coupled assay, 16 min; hits give high values; 1 = vehicle wells, 0 = NADH-free wells. activation factor at 20 µM. 190,000 compounds, 0.005% hits. AID 1229, 2008;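 active = diaphorase activity raised at least twofold by the compound at 20 µM; inactive = activation factor below 2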
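Material: Clostridium kluyveri diaphorase, purified enzyme; Quantity: enzyme 0.07 U/mL final; Medium: HEPES pH 7.4 buffer with MgCl2 and Tween 20; Dosing: single compound dose of 20 µM, 1% DMSO final; Schedule: 16 min reaction at room temperature; Measured by: red resorufin fluorescence at 544/590 nm excitation/emission.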
STAT3 activator: IL-6 driven STAT3 reporter potentiators, primary screen, U3A cells, luciferase, luminescence, MLSCN library. IL-6 STAT3-luciferase reporter; 100% = signal with IL-6 EC80 alone. activation (% of control), % at 5.6 µM. 190,000 compounds, 0.91% hits. AID 871, 2007;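 active = activation above the screen-wide mean of compound activation plus 3 SD, cut at about 130% in these data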;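 note: 0% = background luminescence of wells with medium and substrate only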
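Material: STAT1-lacking human U3A cells, STAT3 luciferase reporter | Benchmarks: IL-6-only wells as 100% reference | Probe or stimulus: IL-6 (33 ng/mL) | Timing: Compound 1 h, then IL-6 6 h at 37 °C | Detection: Luminescence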
Diaphorase inh: diaphorase inhibitors and chemical oxidizers, primary screen, counter-screen for diaphorase-coupled primary assays, biochemical, uHTS, resorufin fluorescence; inhibition, % at 20 µM; 190,000 compounds, 0.69% hits; diaphorase resazurin-to-resorufin fluorescence, NADH, 16 min; bacterial (C. kluyveri) enzyme, not human;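 active = primary screen inhibition at 20 µM above a set limit, cut at about 50% in these data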;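 note: plate controls were DMSO with full reaction for no effect and wells lacking NADH for full effect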
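Assay system: diaphorase enzyme from Clostridium kluyveri; Input: enzyme working solution with 0.14 U/mL diaphorase; Timing: 16 min at room temperature; Technique: resorufin fluorescence, excitation 544 nm, emission 590 nm; Benchmarks: positive control minus NADH, DMSO neutral control.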
Hsp70 activator: Hsp70 transcriptional activators, primary screen, cell-based, HeLa, Hsp70 promoter luciferase, luminescence, 10 µM | HeLa Hsp70 promoter luciferase reporter; scaled: vehicle 0, proteasome-inhibitor control 100% | activation, % at 10 µM | 200,000 compounds, 0.04% hits | AID 1203, 2008;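 active = activation above the mean across all tested compounds plus 3 SD, cutoff set per campaign, cut at about 5.5% in these data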;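 note: 100% = MG132 at 30 µM as the positive control and 0% = DMSO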
TLR4 MyD88 comp: inhibitors of TLR4-MyD88 association in cells, primary screen, cell-based, HeLa CL3-4, BLA complementation, FRET ratio | inhibition, % at 8.4 µM | HeLa CL3-4 TLR4/MyD88 BLA complementation | 200,000 compounds, 0.18% hits | AID 861, 2007; in the data active = inhibition above about 25%;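 note: 0% = vehicle and 100% = reference inhibitor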
Target sequence (O00206 whole entry, looked up): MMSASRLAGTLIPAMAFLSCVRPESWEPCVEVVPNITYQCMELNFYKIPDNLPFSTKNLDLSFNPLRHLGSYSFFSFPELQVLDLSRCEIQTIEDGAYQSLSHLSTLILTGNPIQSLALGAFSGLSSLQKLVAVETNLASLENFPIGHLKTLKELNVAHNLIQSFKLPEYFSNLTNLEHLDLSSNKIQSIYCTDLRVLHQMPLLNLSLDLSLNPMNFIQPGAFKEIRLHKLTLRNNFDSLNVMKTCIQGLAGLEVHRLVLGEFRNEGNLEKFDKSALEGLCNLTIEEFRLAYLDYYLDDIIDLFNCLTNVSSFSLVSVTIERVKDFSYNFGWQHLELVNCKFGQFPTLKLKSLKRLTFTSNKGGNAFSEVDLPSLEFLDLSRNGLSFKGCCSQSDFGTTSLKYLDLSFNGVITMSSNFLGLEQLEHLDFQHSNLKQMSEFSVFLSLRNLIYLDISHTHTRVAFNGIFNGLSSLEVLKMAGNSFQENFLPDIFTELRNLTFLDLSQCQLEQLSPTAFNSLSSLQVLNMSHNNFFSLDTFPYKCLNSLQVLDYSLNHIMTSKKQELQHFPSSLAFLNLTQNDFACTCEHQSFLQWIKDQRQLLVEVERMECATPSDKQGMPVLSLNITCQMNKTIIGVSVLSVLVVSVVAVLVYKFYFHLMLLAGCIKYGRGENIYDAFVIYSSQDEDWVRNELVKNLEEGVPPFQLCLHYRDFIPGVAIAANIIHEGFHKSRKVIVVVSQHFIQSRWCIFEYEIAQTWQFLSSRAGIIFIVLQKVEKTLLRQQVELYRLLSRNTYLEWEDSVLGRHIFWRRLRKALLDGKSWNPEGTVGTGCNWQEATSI
Target sequence (Q99836 whole entry, looked up): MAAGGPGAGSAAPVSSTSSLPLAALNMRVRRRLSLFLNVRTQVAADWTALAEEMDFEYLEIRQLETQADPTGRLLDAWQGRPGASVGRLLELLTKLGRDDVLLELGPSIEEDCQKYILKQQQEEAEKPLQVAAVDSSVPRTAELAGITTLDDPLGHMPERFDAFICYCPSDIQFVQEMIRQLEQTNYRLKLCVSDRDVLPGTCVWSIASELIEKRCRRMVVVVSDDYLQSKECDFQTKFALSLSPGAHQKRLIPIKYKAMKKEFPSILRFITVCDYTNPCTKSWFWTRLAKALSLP
APP 5UTR inh: inhibitors of APP translation via 5'UTR reporter, primary screen, APP 5'UTR luciferase, SH-SY5Y cells; SH-SY5Y APP 5'UTR-luciferase reporter, luminescence; inhibition, % at 2 µM; 190,000 compounds, 0.82% hits;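 active = inhibition above a set limit, derived from the sample mean plus 3 SD, cut at about 45% in these data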; note: values of inactives mirror those of a sister screen read the other way
G6PDH counter: L. mesenteroides G6PDH inhibitors, counter-screen for G6PDH-coupled screening assays, biochemical, Leuconostoc mesenteroides enzyme | Purified L. mesenteroides G6PDH, diaphorase/resazurin coupled fluorescence, 45 min | inhibition, % at 5 µM | 200,000 compounds, 0.12% hits; in the data active = inhibition above about 50%
STAT1 blocker: STAT1 signaling inhibitors, primary screen, cell-based, HTS, luciferase reporter; AID 920, 2007; NIH 3T3 STAT1-luciferase reporter, IFN-gamma, luminescence; 200,000 compounds, 0.35% hits; inhibition, % at 5.5 µM;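 active = inhibition above a set limit, the mean inhibition across all tested compounds plus 3 SD, cut at about 34% in these data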;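 note: 0% = IFN-gamma with DMSO and 100% = IFN-gamma with 300 µM nifuroxazide; values of inactives mirror those of a sister screen read the other way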
STAT1 act: STAT1 signaling activators, primary screen, cell-based, HTS, luciferase reporter; NIH 3T3 STAT1-luciferase reporter, IFN-gamma, luminescence; 100% = IFN-gamma alone, no compound; activation (% of control), % at 5.5 µM; 200,000 compounds, 2.6% hits; AID 932, 2007;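 active = activation above the screen-wide mean activation plus 3 SD, cut at about 130% in these data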;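 note: raw ratio to IFN-gamma control signal so 100% means no change and 0% no light; values of inactives mirror those of a sister screen read the other way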
Numbers without * were called inactive; x = no result given. Rows were taken by chance. Share with any hit: about 6.1%.

SMILES	STAT3 blocker	Diaph act CS	STAT3 activator	Diaphorase inh	Hsp70 activator	TLR4 MyD88 comp	APP 5UTR inh	G6PDH counter	STAT1 blocker	STAT1 act
COc1ccc(/C=N/NC(=O)CC2N=C(Cc3ccccc3)NNC2=O)cc1OC (configuration not stated)	3	0.9	99	7	-0.4	-23	-20	8	6	94
Cc1ccc(NC(=O)COC(=O)CCOc2ccccc2C)cc1	1	0.9	101	9	-0.2	-10	-20	3	-4	103
CC[n+]1ccc(/C=C2\Sc3ccccc3N2CCCS(=O)(=O)[O-])c2ccccc21	-25	0.9	124	7	-0.1	0	-11	15	-6	104
Cc1nnc(NC(=O)CSc2nc3c(c(=O)n(C)c(=O)n3C)n2C(C)C)s1	13	0.7	93	26	-0.1	-11	-18	8	-3	100
CN(C(=O)C1CCN(S(=O)(=O)c2cccs2)CC1)C1CCCCC1	6	0.9	97	10	2.5	3	-17	4	1	99
S=c1[nH]nc(Cc2cccc3ccccc23)n1-c1ccccc1	0	0.7	100	33	-0.4	-1	20	-2	0	102
O=C(NCc1ccco1)c1ccccc1NS(=O)(=O)c1ccc(Br)s1	12	0.9	93	8	-0.3	-7	-5	8	14	87
CCN(CC)CCCNC(=O)CSc1nc(-c2ccc(F)cc2)cc(C(F)(F)F)n1	-4	x	105	x	-0.3	12	-15	6	-1	100
COCCN1C(=O)c2ccccc2C(C(=O)NCC2CCCO2)C1c1c[nH]c2ccccc12 (configuration not stated)	-3	1	104	5	-0.1	4	9	12	-1	101
CCOc1ccccc1Nc1nnc(SCC(=O)Nc2nc(-c3ccc(OC)cc3)cs2)s1	5	0.9	98	13	-0.3	6	19	7	-1	102
C=CCSc1nnc(CC(OC)OC)n1-c1ccccc1	2	1	105	-1	-0.2	5	5	5	-1	101
Cc1ccc(N2CC(C(=O)Nc3ccc(N(C)C)cc3)CC2=O)cc1C (configuration not stated)	12	x	96	x	-0.6	10	0	x	3	98
CC1CCCCN1CCn1cnc2c([nH]c3ccccc32)c1=O (configuration not stated)	-2	0.9	101	13	0.1	8	-2	-28	-2	100
COc1ccc(C(=O)Cn2nnc(-c3ccc(N4CCOCC4)cc3)n2)cc1OC	27	0.8	85	23	-0.5	-33	0	-8	-3	103
Cc1nn(Cc2ccc([N+](=O)[O-])cc2)c(=O)n1-c1ccc(Cl)cc1	3	1	101	3	-0.2	14	-6	-2	-13	109
O=C(NNC(=O)c1ccncc1)Nc1cccc([N+](=O)[O-])c1	7	0.8	102	18	0.2	-13	-6	22	1	99
COc1cc(C)c(S(=O)(=O)Nc2ccc(CC(=O)O)cc2)cc1C	2	0.9	104	14	-0.2	-11	8	15	-2	102
Cn1cccc1C(=O)OCC(=O)NC(=O)NC1CCCCC1	1	0.8	102	15	0.1	3	-27	3	-10	109
CCN(Cc1ccccc1)C(=O)COC(=O)CNC(=O)c1ccc(C)s1	1	1	100	1	-0.1	-25	-2	2	-7	106
Cc1noc(C)c1COC(=O)c1ccc2c(c1)S(=O)(=O)c1ccccc1C2=O	-4	0.7	108	26	-0.1	14	1	-3	0	100
CC1CCCN(c2ccc(C(=O)NCc3cccs3)cn2)C1 (configuration not stated)	6	0.8	96	16	0.4	-2	-60	14	-13	112
COc1ccc(C(=O)C2CCN(C(=S)NCC3CCCO3)CC2)cc1 (configuration not stated)	13	0.9	94	13	-0.3	-3	5	1	12	88
CC(NC(=O)c1ccc(OC2CCN(S(=O)(=O)N(C)C)CC2)cc1)C1CC1 (configuration not stated)	15	0.8	91	15	-0.2	-8	-2	8	-3	102
O=C(NCCc1ccccc1)C(=O)Nc1ccc2c(c1)OCCO2	3	1	103	-5	-0.1	0	-38	7	-18	115
C=CCOn1c(=O)c(-c2ccc(OC)cc2)[n+]([O-])c2ccccc21	15	0.8	92	15	-0.2	-1	-12	5	5	95
Nc1nnc(SCC(=O)OCC(=O)Nc2ccc(Br)cc2F)s1	4	0.9	101	8	-0.3	-9	-16	0	-2	101
COc1ccc(CCCc2nnc(SCC(=O)Nc3cc(C)ccc3C)o2)cc1	5	0.9	101	8	-0.7	8	-5	0	1	99
Cc1cc(C)c(S(=O)(=O)Nc2ccc3c4c(cccc24)CC3)c(C)c1	0	0.9	109	12	-0.2	-14	95*	9	0	100
C/C(=C\c1ccccc1)C(=O)Nc1cc(C)on1	25	1	83	-1	0.2	0	-22	2	-19	118
CNC(=O)NC(=O)CSc1nc2ccccc2n1CCOC	2	0.9	102	10	-0.3	5	-6	-7	6	95
Cc1ccc(C(=O)NCCCn2ccnc2)o1	-3	0.8	106	18	-0.4	2	13	0	-2	102
CCOC(=O)CCC(NC(=O)c1ccc(NCN2C(=O)c3ccccc3C2=O)cc1)C(=O)OCC (configuration not stated)	7	0.9	97	8	-0.4	1	18	1	-1	101
O=C(O)CSc1nc2ccccc2n1C1CCCCC1	10	0.9	93	13	-0.2	-12	-14	12	-6	104
Cn1c(SCC2CCCCC2)nnc1-c1ccncc1	14	0.9	94	11	-0.2	3	2	-4	0	102
CCOc1ccc(-c2nnc(NC(=O)CCCOc3cccc(C)c3)o2)cc1	-6	1	110	-2	-0.2	8	-21	4	-8	108
O=C(Cn1cnc2c(cnn2-c2ccccc2)c1=O)OCc1ccccc1	4	0.9	102	6	-0.3	0	-10	0	-7	106
COc1ccc(C(=O)Nn2c(SCC(=O)c3ccccc3)nc3ccccc3c2=O)cc1	20	0.8	86	22	-0.1	5	-155	2	-6	105
CCOC(=O)c1ccccc1NC1OC(=O)c2ccccc21 (configuration not stated)	7	0.8	96	17	0.1	7	2	1	-4	104
CCOC(=O)C1CCN(C(=O)c2ccc(Br)o2)CC1	9	1	96	4	-0.3	-5	-14	1	0	100
O=C(CSc1nnnn1-c1ccccc1)Nc1ccc(N2CCOCC2)cc1	2	0.8	100	22	-0.4	-7	6	3	-4	103
CN(C)C=Nc1nc2ccccc2nc1N1CCCC1	1	0.9	108	10	-0.1	-10	-6	1	5	95
C/C(=N\S(=O)(=O)c1ccc(C)cc1)NC(=S)Nc1ccccc1	1	0.8	104	15	-0.2	11	-23	4	-4	101
Cc1cc(=O)oc2cc(OCCSc3nnc(-c4ccccc4)o3)ccc12	5	0.8	94	19	-0.2	0	15	-2	-3	103
O=c1cc2c(nn1Cc1cccc(Cl)c1)-c1ccccc1CC2	15	0.8	93	20	-0.3	6	x	0	0	100
O=c1[nH]cnc2sc(-c3ccccc3)cc12	-9	0.9	109	13	0.0	-9	-39	-1	-21	119
CCCCN(C)CCCNC(=O)C1CC(=O)N(Cc2ccc(OC)cc2)C1 (configuration not stated)	-2	1	101	2	-0.1	0	0	4	-7	108
N#Cc1cc(C(=O)c2cc(Br)ccc2O)cn(C2CC2)c1=O	3	1	100	-1	-0.3	4	0	5	-3	103
COc1ccc2nc3oc(C(=O)N4CCN(c5cccc(Cl)c5)CC4)cc3cc2c1	-3	0.9	107	13	0.2	6	0	-55	-1	101
Cc1cc(O)cc(O)c1C(=O)Cc1cscn1	12	0.9	94	12	-0.1	19	-2	0	6	96
O=C(NC(=O)c1cccc(F)c1)OC[C@@H]1CCCN2CCCC[C@H]12	4	0.8	101	16	-0.1	0	12	-6	10	91
CCCCN(Cc1cc2cc(OC)ccc2[nH]c1=O)C(=O)c1ccccn1	0	1	100	2	-0.4	-3	4	-3	4	96
Cc1n[nH]c(=S)n(NC(=O)CC(=O)Nn2c(=S)[nH]nc(C)c2=O)c1=O	0	0.5	104	47	-0.1	11	-2	13	-5	102
COc1ccccc1-c1nc(C#N)c(N2CCC(C(N)=O)CC2)o1	-2	0.9	107	7	-0.3	-12	9	0	5	95
Cc1nn(C)c(-c2n[nH]c(=S)n2Cc2ccco2)c1Cl	4	0.9	96	12	-0.2	5	23	19	5	95
CCN1CCc2c(OCc3ccc(C(=O)OC)o3)cccc2C1=O	17	1	94	1	-0.1	-19	-8	4	0	99
Cc1ccnc(NC(=O)CSc2nnc3c(n2)[nH]c2ccccc23)c1	8	0.9	96	10	-0.5	2	-29	10	-9	106
COc1ccc(NC(=O)n2nc(OC(=O)c3cccs3)cc2N)cc1	x	0.9	x	10	0.2	7	-6	1	0	102
Cc1[nH]ccc(=O)c1OCc1ccccc1	10	1	94	-4	-0.2	-7	-16	0	0	100
O=c1cc(-c2ccccc2)nc2n1Cc1ccccc1-2	-66	0.8	155*	20	-0.2	11	4	1	-15	107
CCOC(=O)c1[nH]c(C)c(/C(O)=C2\C(=O)C(=O)N(CCCn3ccnc3)C2c2ccncc2)c1C (configuration not stated)	-7	0.9	110	9	-0.3	3	6	4	-14	113
CC1=C(C(=O)OCC(C)C)C(c2cc3c(cc2Br)OCO3)NC(=O)N1C (configuration not stated)	2	0.8	98	21	-0.5	-7	-14	-27	13	88
C=CCn1c(SCC(=O)Nc2ccc(F)cc2)nc2cc(C(=O)O)ccc2c1=O	-15	0.9	114	10	-0.1	-1	12	4	8	92

A different layout for some results above:
CCN1CCc2c(OCc3ccc(C(=O)OC)o3)cccc2C1=O
  STAT3 blocker = 17
  Diaph act CS = 1
  STAT3 activator = 94
  Diaphorase inh = 1
  Hsp70 activator = -0.1
  TLR4 MyD88 comp = -19
  APP 5UTR inh = -8
  G6PDH counter = 4
  STAT1 blocker = 0
  STAT1 act = 99

Cc1ccnc(NC(=O)CSc2nnc3c(n2)[nH]c2ccccc23)c1
  STAT3 blocker = 8
  Diaph act CS = 0.9
  STAT3 activator = 96
  Diaphorase inh = 10
  Hsp70 activator = -0.5
  TLR4 MyD88 comp = 2
  APP 5UTR inh = -29
  G6PDH counter = 10
  STAT1 blocker = -9
  STAT1 act = 106

COc1ccc(NC(=O)n2nc(OC(=O)c3cccs3)cc2N)cc1
  STAT3 blocker = x
  Diaph act CS = 0.9
  STAT3 activator = x
  Diaphorase inh = 10
  Hsp70 activator = 0.2
  TLR4 MyD88 comp = 7
  APP 5UTR inh = -6
  G6PDH counter = 1
  STAT1 blocker = 0
  STAT1 act = 102
